Source: PubChem BioAssay
SENP8 inh: blocks human SENP8 cleavage of Nedd8 substrate. AID 602440. Q96LD8. inhibition, % at 20 µM. recombinant SENP8, Nedd8 substrate fluorescence. 360,000 compounds, 0.64% hits; in the data active means inhibition mostly above about 40%, no sharp cut-off; inactive means mostly below about 27%
Target sequence (Q96LD8 whole entry, looked up): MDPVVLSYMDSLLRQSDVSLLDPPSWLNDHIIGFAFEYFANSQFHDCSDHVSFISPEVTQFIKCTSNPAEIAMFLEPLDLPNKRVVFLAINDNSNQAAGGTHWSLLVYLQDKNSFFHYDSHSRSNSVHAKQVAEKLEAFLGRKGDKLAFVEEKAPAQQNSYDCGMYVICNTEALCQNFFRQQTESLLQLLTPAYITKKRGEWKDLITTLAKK
GRIN3A LBD mod: modulators (binders) of human NR3A ligand-binding domain | NR3A LBD differential scanning fluorimetry, Tm shift; 0% = protein alone, 100% = glycine-bound protein | Tm shift relative to glycine control, % at 25 µM | 340,000 compounds, 2.5% hits;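 active means melting temperature shift of at least 10% of the positive control shift, at one fixed dose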
hIAP activ: increases human intestinal alkaline phosphatase activity; P09923; purified human IAP, CDP-Star luminescence, 30 min; stronger effect = higher value; 1 = vehicle-only enzyme, 0 = enzyme-free background; activation factor at 10 µM; 330,000 compounds, 0.16% hits; AID 2524;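 active means activation factor of the enzyme at least 2-fold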; further: the source names both 10 and 20 µM as test concentration; values of inactives mirror those of a sister screen read the other way
SENP1 inh: SENP1 (human) catalytic domain inhibition. inhibition, % at 10 µM. 360,000 compounds, 0.21% hits. AID 624204. recombinant SENP1 catalytic domain, CyPet-SUMO1-YPet FRET cleavage. Q9P0U3;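 active means inhibition at least 30% at 10 µM, raw YFP signal under a set limit, fluorescence ratio 0.5 to 1.5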;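 further: 0% = enzyme with DMSO and 100% = no enzyme wells; some results filed as inactive read as strong as hits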
Target sequence (Q9P0U3 419-644 limits assumed): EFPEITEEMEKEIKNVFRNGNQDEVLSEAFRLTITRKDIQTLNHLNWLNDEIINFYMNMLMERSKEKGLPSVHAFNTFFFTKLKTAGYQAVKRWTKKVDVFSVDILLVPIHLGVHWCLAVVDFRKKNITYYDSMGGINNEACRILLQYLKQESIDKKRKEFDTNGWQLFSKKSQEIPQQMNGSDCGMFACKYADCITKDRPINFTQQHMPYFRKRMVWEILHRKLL
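Compound: 10 µM single point, 0.5% DMSO; Test system: hSENP1 catalytic domain, recombinant; Timing: 50 min reaction at room temperature; Technique: FRET, CFP and YFP emission; Control set: no-enzyme wells low, DMSO-plus-enzyme wells high control.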
ATG4B inh: blocks human ATG4B protease cleavage of LC3 substrate; Q9Y4P1; ATG4B cleavage of LC3-PLA2, NBD-HPC fluorescence, 1 h; inhibition, % at 8.33 µM; 340,000 compounds, 0.51% hits; AID 504462; in the data active means inhibition above about 40%
MPTP inh: permeability transition pore inhibition. AID 602449. isolated mouse mitochondria, Ca2+ swelling absorbance, 30 min. inhibition, % at 10 µM. 360,000 compounds, 1.4% hits;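 active means inhibition of 50% or more, scaled per plate between neutral and stimulator controls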;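 further: 0% = DMSO wells given calcium and 100% = 1 mM EGTA wells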
SENP6 block: inhibitors of human SENP6 protease; Recombinant SENP6 catalytic domain, aminoluciferin luminescence; inhibition, % at 10 µM; 330,000 compounds, 1.8% hits;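 active means inhibition above about 50% at the single tested dose, limit read from the data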;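 further: plate controls were DMSO wells with enzyme for no effect and DMSO wells lacking enzyme for full effect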
Target sequence (Q9GZR1 628-1112 limits assumed): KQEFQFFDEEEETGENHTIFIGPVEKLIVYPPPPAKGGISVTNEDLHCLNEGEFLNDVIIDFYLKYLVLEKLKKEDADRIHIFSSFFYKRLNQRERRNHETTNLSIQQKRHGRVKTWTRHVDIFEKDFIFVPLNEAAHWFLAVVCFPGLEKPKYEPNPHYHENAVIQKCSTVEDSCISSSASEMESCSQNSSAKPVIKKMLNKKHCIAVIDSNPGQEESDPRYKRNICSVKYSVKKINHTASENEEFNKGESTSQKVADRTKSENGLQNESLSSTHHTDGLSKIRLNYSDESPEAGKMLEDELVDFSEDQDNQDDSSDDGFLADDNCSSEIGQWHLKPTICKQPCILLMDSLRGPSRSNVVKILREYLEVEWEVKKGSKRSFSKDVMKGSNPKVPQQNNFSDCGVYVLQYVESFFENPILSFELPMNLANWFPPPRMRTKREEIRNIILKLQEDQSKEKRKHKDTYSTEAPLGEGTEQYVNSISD
PfG6PD inh: PfG6PD (Plasmodium falciparum) enzyme inhibition | PfGluPho enzyme, NADPH resazurin-diaphorase fluorescence | inhibition, % at 20 µM | 350,000 compounds, 0.78% hits | AID 504690;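 active means inhibition reaching at least a set limit at 20 µM in the primary screen, cut at about 59% in these data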;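 further: 0% = DMSO wells with substrate and 100% = DMSO wells lacking glucose-6-phosphate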
Active calls of the source: *; x = no result given. An unsorted share of the library. About 6.7% of those tested had a hit in this group.

SMILES	SENP8 inh	GRIN3A LBD mod	hIAP activ	SENP1 inh	ATG4B inh	MPTP inh	SENP6 block	PfG6PD inh
NC(=O)c1oc2ccccc2c1NC(=O)c1ccco1	-1	-1	0.96	3	-10	-1.2	-1	22
CC(C)C1CC(CCNCc2ccc3c(c2)OCO3)(c2ccccc2)CCO1 (configuration not stated)	22	-1	1.1	1	-5	5.3	1	4
CCCCOC(=O)Nc1cc(OC)c(Cl)cc1OC	11	2	1	-1	9	1.7	3	0
Cc1ccc(NC(=O)CSc2nnc(N)s2)c([N+](=O)[O-])c1	10	-1	1	2	7	-0.8	13	1
CS(=O)(=O)c1ccc(C(=O)OCC(=O)NC(=O)Cc2ccccc2)cc1	3	5	1.1	3	-1	-0.2	-13	0
COc1ccc(N2CC(C(=O)Nc3cccc(OC(C)C)c3)CC2=O)cc1 (configuration not stated)	-1	-1	1.1	-14	11	-0.8	-12	-12
Clc1ccccc1/C=C/c1nc(-c2cccnc2)no1	6	0	1	2	0	0.6	88*	10
C/C(CC(=O)Nc1cc(C)ccn1)=N\NC(=O)c1ccncc1	11	-2	0.83	0	-4	-2.5	-3	-13
COc1ccccc1NC(=O)N(C)C[C@@H]1OCc2cnnn2CCCC(=O)N([C@H](C)CO)C[C@@H]1C	-9	x	x	-2	x	-0.6	x	-14
COc1ccccc1N1CCN(C(CNS(=O)(=O)c2ccccc2)c2cccnc2)CC1 (configuration not stated)	-36	0	1.3	-3	1	-7.2	3	0
CC(=O)c1cccc(OCC(O)CNCC2CCCCC2)c1 (configuration not stated)	12	-1	x	1	-1	0.7	x	2
COc1ccc(-n2c(SCCC#N)nnc2-c2cc(Cl)ccc2OC)cc1Cl	19	0	0.85	2	-15	0.9	-2	-6
CCCCN(C(=O)Cc1cccs1)c1nnc(-c2cccnc2)s1	-8	-2	0.84	-2	2	22	9	-1
C/C(=N\NC(=O)c1ccc(CSc2nncn2C)cc1)c1ccc(C#N)cc1	3	-1	1	2	-4	-3.7	-15	-6
Cc1ccc(-n2nc(C(=O)O)nc2-c2ccccc2)cc1	20	2	0.82	3	3	4.3	-1	-16
CCCCN(C(=O)CN1C(=O)C2CCCCC2C1=O)c1c(N)n(CCCC)c(=O)[nH]c1=O (configuration not stated)	12	x	1.1	2	5	0.0	-9	-5
CC(=O)Nc1ccc(C(=O)CSc2nc3ccc(C)cc3[nH]2)cc1	2	-17	1.1	-5	-4	-1.5	4	11
CCOC(=O)c1ccc(NC(=O)c2nccnc2C(=O)O)cc1	1	0	1	1	-5	-0.9	-13	-12
O=S(=O)(c1cccs1)N1CCN(Cc2cccc(F)c2)CC1	18	2	1	-1	-1	-0.7	-5	53
CCOc1cccc(Nc2cc3n(c(=O)n2)CCc2cc(OC)c(OC)cc2-3)c1	-268	1	1.1	-39	-16	4.2	-7	-18
CCOc1ccc(C(=O)Nc2ccc(NC(=O)c3ccco3)c(Cl)c2)cc1Br	4	40*	1	-4	11	4.4	-4	7
Cc1ccc(Oc2ccc(-c3nc(N)nc(N)n3)cc2)cc1C	-1	14*	0.88	2	16	0.5	-10	0
COc1ccc(C(=O)Nc2ccc3c4c(cccc24)CC3)cc1	5	-2	0.95	0	-9	0.3	14	45
CN(c1cccc(NC(=O)COc2ccc(Cl)cc2Cl)c1)S(C)(=O)=O	9	-10	0.84	2	-26	1.1	-2	2
O=C(CN(c1ccccc1)S(=O)(=O)c1ccccc1[N+](=O)[O-])NN=C1CCCCCCC1	4	1	0.84	2	-4	0.8	5	-2
CC1CN(Cc2ccco2)C(=S)NC1=O (configuration not stated)	22	-1	x	2	-2	-1.8	x	5
Cc1noc(C)c1C(=O)NC1CCCc2ccccc21 (configuration not stated)	7	-2	0.94	1	10	1.0	-2	-16
CCCn1c(SCC(=O)NC(C)(C)C)nnc1-c1ccco1	2	-1	1.2	0	-6	1.5	-7	-2
C=CCN(C(=O)CCC(=O)Nc1cc(C)on1)C(C(=O)NC1CCCC1)c1ccc(C)cc1 (configuration not stated)	3	0	1	2	-10	1.4	5	11
COc1ccc(C(=O)Cn2nnc(-c3cccs3)n2)cc1	11	0	1.1	1	-8	-0.6	14	-7
O=[N+]([O-])c1ccc(S(=O)(=O)Nc2nnc(C3CCCCC3)s2)cc1	7	-12	1.2	0	-6	2.9	0	-13
O=[N+]([O-])c1ccc(NC(=S)NCCc2ccccc2)cc1	14	35*	0.98	-2	-9	87*	4	18
COc1ccc(NS(=O)(=O)c2cccc(C(=O)N3CCC3)c2)cc1	0	-1	1.2	2	5	-1.4	1	-7
Nc1nc(-c2ccccc2)nc2sc3c(c12)CCCC3	-401	14*	0.93	0	36	0.2	84*	57
COc1ccc(N2CCN(S(=O)(=O)CCNC(=O)COc3ccc(Cl)cc3)CC2)cc1	5	1	0.93	-1	2	-0.3	-4	1
CCC(C)C1Nc2ccc(C(=O)NCCc3ccc(OC)c(OC)c3)cc2NC1=O (configuration not stated)	5	0	0.92	0	-9	1.2	-6	-2
CC(C)N1C(=O)/C(=C\c2nc3ccccc3c(=O)[nH]2)c2ccccc21	11	-2	x	-2	1	0.9	x	47
O=C(COC(=O)COc1ccccc1)Nc1cccc([N+](=O)[O-])c1	18	-2	0.89	4	-6	-0.9	-3	0
CCOC(CNc1ncnc2c1cnn2C)OCC	-1	0	0.92	0	-6	1.7	-23	-2
CCOc1ccc(S(=O)(=O)N2CCOCC2)cc1NS(=O)(=O)c1ccc(OC)c([N+](=O)[O-])c1	16	1	0.99	1	1	-1.5	-4	-6

Entries shown so far that contain a furan ring, fused or not, in the order listed:
SMILES	SENP8 inh	GRIN3A LBD mod	hIAP activ	SENP1 inh	ATG4B inh	MPTP inh	SENP6 block	PfG6PD inh
NC(=O)c1oc2ccccc2c1NC(=O)c1ccco1	-1	-1	0.96	3	-10	-1.2	-1	22
CCOc1ccc(C(=O)Nc2ccc(NC(=O)c3ccco3)c(Cl)c2)cc1Br	4	40*	1	-4	11	4.4	-4	7
CC1CN(Cc2ccco2)C(=S)NC1=O (configuration not stated)	22	-1	x	2	-2	-1.8	x	5
CCCn1c(SCC(=O)NC(C)(C)C)nnc1-c1ccco1	2	-1	1.2	0	-6	1.5	-7	-2

Further records:
SMILES	SENP8 inh	GRIN3A LBD mod	hIAP activ	SENP1 inh	ATG4B inh	MPTP inh	SENP6 block	PfG6PD inh
CC(=O)c1ccc(S(=O)(=O)N2CCC(NC(=O)Nc3cccc(F)c3)CC2)cc1	16	-4	1.2	1	-5	-0.2	6	1
COc1cccc(NC(=S)N2CCN(S(=O)(=O)c3ccccc3)CC2)c1	4	3	0.91	4	0	-0.1	8	-7
CC(C)CNC(=O)c1ccccc1Oc1ccccc1	11	-3	1.1	0	10	0.6	-15	-15
COc1ccccc1N(CC(=O)NC(C)(C)C)C(=O)CCC(=O)Nc1ccccn1	21	-4	1.1	-1	8	0.1	17	-14
Cc1ccc(C(=O)Nc2ncccc2O)o1	5	-1	0.92	-1	-1	-0.4	1	5
O=C(COC(=O)c1ccc([N+](=O)[O-])s1)Nc1cccc(S(=O)(=O)NC2=NCCCCC2)c1	19	-1	1.2	5	-16	1.3	65*	12
COc1cccc(NC(=S)N(CCCN2CCOCC2)C(C)c2cc3ccccc3o2)c1 (configuration not stated)	24	3	1.1	4	-7	2.4	0	7
CCOP(=O)(OCC)/C(C#N)=C/c1c[nH]c2ccccc12	-10	7	0.87	1	-5	-0.2	10	3
CC1CCCCN1C(=O)COC(=O)c1n[nH]c2ccccc12 (configuration not stated)	19	1	1	2	-6	-2.2	5	-6
CCOC(=O)c1ccc2c(c1)n(CC)c(/C=C/Nc1ccccc1)[n+]2CC	-40	-6	0.97	-30	16	2.7	-7	-3
CCOc1ccc(CCNC(=O)CS(=O)Cc2nc(-c3ccccc3C)oc2C)cc1OCC (configuration not stated)	2	-3	0.82	-3	-15	-0.3	-13	0
Cc1noc(C)c1NC(=O)N(C)C[C@H]1Oc2ccc(NC(=O)C3CC3)cc2C(=O)N([C@H](C)CO)C[C@@H]1C	10	2	1	-2	10	-2.2	-23	-19
Cc1cc(OCC(=O)OCC(=O)N(C)C2CCS(=O)(=O)C2)ccc1Cl (configuration not stated)	3	0	0.86	4	0	-1.1	4	7
COc1ccc(NS(=O)(=O)c2cccc(C(=O)N/N=C/c3cn(-c4ccccc4)nc3-c3ccc(OC)cc3)c2)cc1	-252	5	1.1	7	3	2.6	-14	-13
Cc1c(/C=C/C(=O)c2ccc(O)cc2)cnn1C	-20	1	1	3	4	0.3	-15	18
NCc1oc(-c2ccccc2)cc1C(=O)O	-131	1	0.88	-32	-5	0.2	0	4
COc1ccc(N2C(=O)NC(=O)C2=O)cc1	10	-1	1.1	1	-14	-2.5	-3	-9
Clc1ccc(Cc2noc(-c3cccs3)n2)cc1	12	1	0.86	0	2	2.2	-4	-4
C=CCOC(=O)C1=C[C@@H](c2ccc(C(F)(F)F)cc2)C[C@@H](OCCCCO)O1	13	-1	0.97	-2	-5	0.4	-16	14
O=C(Nc1cccc(Br)c1)c1ccc2c(c1)SC1=NS(=O)(=O)CCN12	-5	18*	1.1	0	-17	-0.1	4	-2
CC(C)Oc1ccccc1/C=N/Nc1ccccc1[N+](=O)[O-]	30	-7	0.88	4	13	2.3	-19	7
CCOc1ccc(C(=O)Nc2nnc(C(C)C)s2)cc1OCC	0	1	1	3	-4	-0.7	8	2
C[C@H](O)[C@@H]1C(=O)N2CCc3c([nH]c4ccccc34)[C@@H]2C[C@@H]1N(C)Cc1ccc(Cl)cc1	-318	x	x	-76	x	-2.8	x	-10
Cc1ccc(-c2ccc(CN3C(CC(C)C)C(=O)N(Cc4cn(Cc5ccco5)nn4)CCS3(=O)=O)cc2)cc1 (configuration not stated)	13	x	x	4	x	-2.2	x	18
CC12CCC(C(=O)N(CCC#N)CCC#N)(CC1=O)C2(C)C (configuration not stated)	12	-3	0.91	0	-6	0.8	6	-18
CCOc1cc(/C=N/n2cnnc2)cc(Br)c1O	-291	1	0.9	-19	0	-4.1	-3	16
CC(C)CCSc1nnc(Cn2c(=O)sc3ccccc32)n1C	4	2	0.96	-100	4	-2.0	10	4
COc1ccc(N2CCN(C(=O)CS(=O)Cc3nc(-c4ccc(OC)c(OC)c4)oc3C)CC2)cc1 (configuration not stated)	14	-3	1.1	0	-4	-0.5	-1	12
Cc1ccccc1Nc1nc(N)nc(COC(=O)CCNS(=O)(=O)c2ccccc2)n1	6	-1	1.1	-9	7	-2.2	-3	-10
CCn1cnc2c1c(=O)n(CC(=O)NCc1ccccc1)c(=O)n2Cc1ccccc1	-6	0	0.96	-5	2	-2.1	10	-19

Part of the list above, reformatted:
Molecule | SENP8 inh | GRIN3A LBD mod | hIAP activ | SENP1 inh | ATG4B inh | MPTP inh | SENP6 block | PfG6PD inh
CCOc1ccc(C(=O)Nc2nnc(C(C)C)s2)cc1OCC | 0 | 1 | 1 | 3 | -4 | -0.7 | 8 | 2
C[C@H](O)[C@@H]1C(=O)N2CCc3c([nH]c4ccccc34)[C@@H]2C[C@@H]1N(C)Cc1ccc(Cl)cc1 | -318 | x | x | -76 | x | -2.8 | x | -10
Cc1ccc(-c2ccc(CN3C(CC(C)C)C(=O)N(Cc4cn(Cc5ccco5)nn4)CCS3(=O)=O)cc2)cc1 (configuration not stated) | 13 | x | x | 4 | x | -2.2 | x | 18
CC12CCC(C(=O)N(CCC#N)CCC#N)(CC1=O)C2(C)C (configuration not stated) | 12 | -3 | 0.91 | 0 | -6 | 0.8 | 6 | -18

(next part)
SMILES	SENP8 inh	GRIN3A LBD mod	hIAP activ	SENP1 inh	ATG4B inh	MPTP inh	SENP6 block	PfG6PD inh
CCCCn1c(N)c(N(CCOC)C(=O)c2ccc(-c3cccc(C(F)(F)F)c3)o2)c(=O)[nH]c1=O	-252	-1	1.1	-26	-2	0.4	-10	10
COc1cc2c(cc1OC)CN(S(=O)(=O)c1cccs1)CC2	9	-1	1.2	0	0	0.7	2	-23
O=C(c1cc(-c2ccc(Br)cc2)on1)N1CCCC1	12	0	0.98	1	3	-0.1	55*	-4
COc1cc(Br)cc(CN2CCN(c3ncccn3)CC2)c1O	9	0	1.1	1	0	0.5	-6	-4
COC(=O)c1sccc1NC(=O)c1ccccc1F	22	0	0.89	-2	-8	-0.2	4	3
